Screening results as filed in PubChem.
Lipid storage S3 – qHTS Assay for Lipid Storage Modulators in Drosophila S3 Cells. Drosophila S3 cells, BODIPY lipid droplet fluorescence, 18-24 h; cells fed with added oleic acid. Potency in µM for hits, for the others lipid storage change, negative = inhibition, % at the top dose, mostly 46.1 µM. 320,000 tested, 0.64% active. AID 2685; active = well fitted inhibition curve with a large enough effect in the signal ratio, with a control signal flat, not every such curve was filed as active; inconclusive = small, poorly fitted or top-dose-only effect, or effect the other way, or a change in a side signal; the % refers to the signal ratio
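Drosophila S3 cells got compounds at several concentrations plus oleic acid (400 uM solution). Laser-scanning cytometry with 488 nm excitation read lipid droplets at 500-530 nm and cells at 575-640 nm. Percent activity was relative to 20 uM Triacsin C.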
Lipid storage S3 cell count max – also measured in Lipid storage S3; calls as there; cell number change, %; measured here: cell count max response;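 cells counted by Cell Tracker Red CMTPX staining in the red channel; peak over a dose series mostly up to 46.1 µM; percent activity relative to internal control wells on each plate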
An asterisk follows results filed as active; [ ] = dose if it differs, or a comment. % is scaled to controls: 0 for no effect and ±100 for the full control effect; potency is read from the fitted curve at half-maximal effect. Only part of the results is shown (hit frequency here may not be typical).

`COC(=O)CNC(=O)C1Cc2ccccc2CN1S(=O)(=O)c1cccs1` (centres undefined) gave Lipid storage S3 inconclusive.
`Cc1cc(C)nc(N2CCCC(C(=O)NC3CCCC3)C2)n1` (centres undefined) gave Lipid storage S3 9.5% and Lipid storage S3 cell count max -1.7.
For Cc1ccc2nc(C(Cl)(Cl)Cl)nc(N/N=C/c3ccncc3)c2c1 the results were Lipid storage S3 1.1% and Lipid storage S3 cell count max -13.6.
O=C(NC(=S)N1CCCCC1)c1csc([N+](=O)[O-])c1 was read as Lipid storage S3 -1.5% and Lipid storage S3 cell count max -0.7.
Screening Cc1ccc(C(=O)Nc2sc3c(c2C#N)CCCCC3)cc1C returned Lipid storage S3 14.4% and Lipid storage S3 cell count max 0.7.
CC(CCN1CCN(c2ccc(F)cc2)CC1)c1ccccc1 (centres undefined) was read as Lipid storage S3 inactive and Lipid storage S3 cell count max 9.5.
CCNS(=O)(=O)c1ccc(NC(=O)Nc2cccc(OC)c2)cc1 was read as Lipid storage S3 inactive.
For CCN1CCN(S(=O)(=O)c2ccc(Oc3ccccc3OC)cc2)CC1 the results were Lipid storage S3 inconclusive.
`COc1ccc(N(CC(=O)N/N=C/c2ccc3c(c2)OCO3)S(=O)(=O)c2ccccc2)cc1` gave Lipid storage S3 inconclusive.
Screening CNC(=O)C1CC(=O)N(CCc2ccccc2)C(=Nc2ccc(OC)cc2)S1 (centres undefined) returned Lipid storage S3 inconclusive.
Screening COc1ccc(-c2[nH]n(-c3ccc([N+](=O)[O-])cc3)c(=O)c2C=NCc2ccncc2)cc1 returned Lipid storage S3 inconclusive.
Screening O=C(CN(Cc1ccco1)C(=O)CNS(=O)(=O)c1ccc(Cl)cc1)NCC1CCCO1 (centres undefined) returned Lipid storage S3 -19.7% and Lipid storage S3 cell count max -17.0.
For Cc1cc(C)c(S(=O)(=O)/N=C2\C=CC(=O)C(Cl)=C2)c(C)c1 the results were Lipid storage S3 4.9% and Lipid storage S3 cell count max 11.5.
Screening O=C(CNC(=O)c1ccco1)N/N=C/c1c[nH]c2ccccc12 returned Lipid storage S3 inconclusive.
O=C(Nc1cccc(-c2ccc(N3CCOCC3)nn2)c1)c1ccccc1 was read as Lipid storage S3 inconclusive.

A run of entries of the results above, for reference:
`COC(=O)CNC(=O)C1Cc2ccccc2CN1S(=O)(=O)c1cccs1` (centres undefined) gave Lipid storage S3 inconclusive.
`Cc1cc(C)nc(N2CCCC(C(=O)NC3CCCC3)C2)n1` (centres undefined) gave Lipid storage S3 9.5% and Lipid storage S3 cell count max -1.7.

Next section:
Screening CC(=O)OCC1(C)CN(c2ccccc2)N(C(=O)c2ccc(F)cc2)C1=O (centres undefined) returned Lipid storage S3 6.7% and Lipid storage S3 cell count max 7.9.
Cc1ccc(/C=C/C(=O)O)cc1S(=O)(=O)Nc1ccc(C(=O)O)cc1 was read as Lipid storage S3 inconclusive.
Screening CCCCN(C(=O)c1ccc(S(=O)(=O)N(CC)CC)cc1)c1c(N)n(CCC)c(=O)[nH]c1=O returned Lipid storage S3 -1.3% and Lipid storage S3 cell count max 21.4.
`COc1ccccc1NC(=O)CC1S/C(=N/N=C2\CCCc3ccccc32)NC1=O` (centres undefined) gave Lipid storage S3 inconclusive.
Screening COC(=O)c1nn(-c2ccccc2)c(=O)cc1Oc1ccccc1 returned Lipid storage S3 inconclusive.
CCOC(=O)c1cc(S(=O)(=O)N2CCN(c3ccccc3OC)CC2)cn1C was read as Lipid storage S3 inactive.
Screening O=C1NC(NS(=O)(=O)c2ccccc2)(C(F)(F)F)C(=O)N1Cc1ccccc1 (centres undefined) returned Lipid storage S3 inactive and Lipid storage S3 cell count max -0.3.
Screening CCOc1ccc(-c2c(=O)n(OCc3ccccc3Br)c3ccccc3[n+]2[O-])c(OCC)c1 returned Lipid storage S3 -7.5% and Lipid storage S3 cell count max -6.5.
Screening CCOc1cc(CNc2nn[nH]n2)ccc1OCC(=O)NC(C)(C)C returned Lipid storage S3 -0.7% and Lipid storage S3 cell count max -4.6.
For NCC(=O)Nc1ccc(Cl)cc1C(=O)c1ccc[nH]1 the results were Lipid storage S3 inconclusive.
For CN(C)C(=O)CN1C(=O)C2CC=C(Cl)CC2C1=O (centres undefined) the results were Lipid storage S3 -5.2% and Lipid storage S3 cell count max 6.0.
`COc1ccc2nc3sc(C(=O)NCCN4CCc5ccccc5C4)cc3cc2c1` gave Lipid storage S3 inactive and Lipid storage S3 cell count max 12.6.
COc1cccc(NC2=C(C#N)C(=O)NC(c3cccc(OC)c3O)S2)c1 (centres undefined) was read as Lipid storage S3 -1.4% and Lipid storage S3 cell count max 14.7.
C=CCN1C(=O)/C(=C2/Sc3ccccc3N2C)SC1=Nc1ccccc1C was read as Lipid storage S3 inconclusive.
`COC(=O)CN(C#N)c1nc(SC)nc(N(C)C)n1` gave Lipid storage S3 inactive and Lipid storage S3 cell count max -17.0.

A draw from above in order of formula weight, high to low.
Screening CC(=O)OCC1(C)CN(c2ccccc2)N(C(=O)c2ccc(F)cc2)C1=O (centres undefined) returned Lipid storage S3 6.7% and Lipid storage S3 cell count max 7.9.
Screening CCOc1cc(CNc2nn[nH]n2)ccc1OCC(=O)NC(C)(C)C returned Lipid storage S3 -0.7% and Lipid storage S3 cell count max -4.6.
Screening COC(=O)c1nn(-c2ccccc2)c(=O)cc1Oc1ccccc1 returned Lipid storage S3 inconclusive.

(further entries)
Screening CC1CCN(C(=O)C(=O)c2cn(CC(=O)N3CCCCCC3)c3ccccc23)CC1 returned Lipid storage S3 inconclusive.
Screening C/C(=N/OC(=O)CC(C)C)c1cc(-c2ccc(Cl)cc2)no1 returned Lipid storage S3 inconclusive.
Screening Cc1ccc(-c2nn(CCC(=O)O)cc2CCC(=O)O)cc1 returned Lipid storage S3 inconclusive.
`O=c1[nH]c(-c2cccnc2)nc2ccccc12` gave Lipid storage S3 inactive.
For CCO[C@H]1OC(C(N)=O)=C[C@@H](c2ccc(Br)cc2)[C@@H]1CCCO the results were Lipid storage S3 inconclusive.
For CC(C)c1ccc(N=c2c([N+](=O)[O-])nn(-c3ccc4c(c3)OCCO4)n2O)cc1 the results were Lipid storage S3 inconclusive.
Screening CCN(CC)S(=O)(=O)c1cc(NC(=O)c2cc(-c3ccccn3)nc3ccccc23)ccc1C returned Lipid storage S3 inactive.
CCCn1c(N)c(N(CCOC)C(=O)c2cc(Cl)nc3ccccc23)c(=O)[nH]c1=O was read as Lipid storage S3 24.6%[0.0737 µM] and Lipid storage S3 cell count max 15.5.
Screening O=C(CCc1nnc2ccc(NCc3ccco3)nn12)Nc1cccc(F)c1 returned Lipid storage S3 inconclusive.
Cn1c(N)c(C(=O)COC(=O)/C=C/c2cccc(C(F)(F)F)c2)c(=O)n(C)c1=O was read as Lipid storage S3 inconclusive.
For CCOC(=O)c1ccc(NC(=O)c2cccc3c2C(=O)N(CC2CCCO2)C3)cc1 (centres undefined) the results were Lipid storage S3 inactive and Lipid storage S3 cell count max 26.5.
Screening COC(=O)c1sccc1NC(=O)c1sccc1C returned Lipid storage S3 10.8% and Lipid storage S3 cell count max 2.9.
`CC(C)COc1ccc(C(=O)NC(Cc2c[nH]c3ccccc23)C(=O)NN)cc1` (centres undefined) gave Lipid storage S3 16.3%.
Screening Cc1ccc(S(=O)(=O)N2CCN(Cc3ccccn3)CC2)cc1 returned Lipid storage S3 inconclusive.
COc1ccc(C(=O)N2CCOC23CCN(c2ncccn2)CC3)cc1 was read as Lipid storage S3 1.0% and Lipid storage S3 cell count max 0.2.
For CN(Cc1cn[nH]c1-c1cc2ccccc2o1)CC1CCOCC1 the results were Lipid storage S3 10.0% and Lipid storage S3 cell count max -1.8.
Screening C=CCNC(=O)c1ccc(-c2nc(-c3ccc(Cl)c(Cl)c3)cs2)cc1 returned Lipid storage S3 -17.8% and Lipid storage S3 cell count max -16.7.
O=C(COC(=O)CCc1nc2ccccc2s1)Nc1cccc(S(=O)(=O)N2CCOCC2)c1 was read as Lipid storage S3 inconclusive.
For COC(=O)C1CC(c2c(OC)cc(OC)cc2OC)=NO1 (centres undefined) the results were Lipid storage S3 -2.8% and Lipid storage S3 cell count max -16.1.
Screening Cc1cc[n+](CC[n+]2ccc(C)cc2)cc1 returned Lipid storage S3 9.6% and Lipid storage S3 cell count max 32.2.
`CC1(C)C(=O)Nc2ccccc2N1C(=O)COC(=O)c1cc([N+](=O)[O-])ccc1N` gave Lipid storage S3 0.1% and Lipid storage S3 cell count max -6.9.
`Cc1ccc2c(CSc3nnc(N)s3)cc(=O)oc2c1` gave Lipid storage S3 inactive and Lipid storage S3 cell count max 28.7.
`CCOC(=O)N1CCN(C(=O)C2CCN(C(=O)c3cc4sccc4n3CC)CC2)CC1` gave Lipid storage S3 -8.9% and Lipid storage S3 cell count max -11.4.
CCOc1cccc(/C=C/c2ccc3cccc(O)c3n2)c1OC was read as Lipid storage S3 inconclusive.
Screening CC(C)(C)N=C1NC(=NC(C)(C)C)c2ccccc21 returned Lipid storage S3 19.5% and Lipid storage S3 cell count max 19.5.
For O=[N+]([O-])c1cc2oc3c(c2c(C=NCc2ccccc2)c1O)CCCC3 the results were Lipid storage S3 inconclusive.
`COc1ccc2cc(OCC(=O)NNC(=O)Nc3ccc(C(C)=O)cc3)ccc2c1` gave Lipid storage S3 inconclusive.
`CC1CCN(C(=O)CSc2nc(N)c(NC(=O)c3ccccc3)c(=O)[nH]2)CC1` gave Lipid storage S3 -8.4% and Lipid storage S3 cell count max 29.2.
`C[C@@H]([C@@H](O)c1ccccc1)N(C)C(=O)C(N)Cc1ccccc1` (some centres undefined) gave Lipid storage S3 inconclusive.
Screening O=C(OCc1cccc([N+](=O)[O-])c1)c1cnccn1 returned Lipid storage S3 inconclusive.

Five compounds picked at random from the list so far:
Screening O=C(CCc1nnc2ccc(NCc3ccco3)nn12)Nc1cccc(F)c1 returned Lipid storage S3 inconclusive.
For CN(C)C(=O)CN1C(=O)C2CC=C(Cl)CC2C1=O (centres undefined) the results were Lipid storage S3 -5.2% and Lipid storage S3 cell count max 6.0.
`COc1ccccc1NC(=O)CC1S/C(=N/N=C2\CCCc3ccccc32)NC1=O` (centres undefined) gave Lipid storage S3 inconclusive.
For CCO[C@H]1OC(C(N)=O)=C[C@@H](c2ccc(Br)cc2)[C@@H]1CCCO the results were Lipid storage S3 inconclusive.
Screening COc1ccc(-c2[nH]n(-c3ccc([N+](=O)[O-])cc3)c(=O)c2C=NCc2ccncc2)cc1 returned Lipid storage S3 inconclusive.

(more compounds)
O=C(CCNC(=O)c1ccc([N+](=O)[O-])cc1)Nc1cc(Cl)ccc1N1CCOCC1 was read as Lipid storage S3 inconclusive.
`CC(=O)N1CCN(Cc2nc3cc(NC(=O)c4ccccc4Cl)ccc3n2C)CC1` gave Lipid storage S3 -7.4% and Lipid storage S3 cell count max 6.0.
C=CCn1c(CNS(=O)(=O)c2ccc(Cl)cc2)n[nH]c1=S was read as Lipid storage S3 inconclusive.
For COc1ccc(N2Cc3cccc(C(=O)O)c3C2=O)cc1 the results were Lipid storage S3 -2.0% and Lipid storage S3 cell count max 3.1.
Screening CN(C)CCNC(=O)c1ccc(Cl)s1 returned Lipid storage S3 inactive.
OCC1CCCN(C(=S)NCCc2ccccc2)C1 (centres undefined) was read as Lipid storage S3 inactive.
Screening O=C(CC1(O)C(=O)Nc2ccccc21)c1ccc2c(c1)OCO2 (centres undefined) returned Lipid storage S3 inconclusive.
Screening O=C(NNC(=O)c1ccccc1O)c1ccc(Cl)c(S(=O)(=O)N2CCc3ccccc32)c1 returned Lipid storage S3 inconclusive.
Screening Cc1c(C(=O)N2CCCC2)c(S(=O)(=O)NCCc2ccccc2)c(C)n1C returned Lipid storage S3 inconclusive.
Screening Cc1cccc(OCC(=O)NNS(=O)(=O)c2ccccc2F)c1 returned Lipid storage S3 inconclusive.
For O=c1ccc(S(=O)(=O)N2CCCC2)cn1Cc1nc(-c2ccccc2)no1 the results were Lipid storage S3 19.6% and Lipid storage S3 cell count max 19.4.
For COc1ccc(-c2nc(CS(=O)(=O)CC(=O)NCc3ccc(F)cc3)c(C)o2)cc1 the results were Lipid storage S3 inconclusive.
CC1CC(C)CN(S(=O)(=O)c2ccc3c(c2)oc(=O)n3CC(=O)NCCCOC(C)C)C1 (centres undefined) was read as Lipid storage S3 2.6%.
`CCCCn1c(N)c(N(CC(C)C)C(=O)C2CC(=O)N(c3ccc4c(c3)OCCO4)C2)c(=O)[nH]c1=O` (centres undefined) gave Lipid storage S3 inconclusive.
`COc1ccc(Nc2nnc(SCC(=O)NC(=O)Nc3ccc4c(c3)OCCO4)s2)cc1` gave Lipid storage S3 inconclusive.
For CCOP(=O)(C1=C(O)C(=O)C(C(C)(C)C)=CC1=O)c1ccccc1 (centres undefined) the results were Lipid storage S3 inconclusive.
Screening Cc1cccc(N(C(=O)c2nsc(Cl)c2Cl)C(C(=O)NC2CCCC2)c2ccc(O)cc2)c1 (centres undefined) returned Lipid storage S3 3.5% and Lipid storage S3 cell count max -2.3.
Screening CN(C)CCCNCCNC(=O)/C=N\O returned Lipid storage S3 -25.1% and Lipid storage S3 cell count max -16.9.
Screening O=C(COc1cccnc1[N+](=O)[O-])NCCc1ccc(Cl)cc1 returned Lipid storage S3 inconclusive.
Screening CCN(C(=O)CCc1nc(-c2ccc(OC)cc2)no1)c1cc(OC)ccc1OC returned Lipid storage S3 inactive and Lipid storage S3 cell count max 17.7.
`O=C(c1ccc(Cl)c(S(=O)(=O)N2CCCCC2)c1)N1CCN(c2ccccc2)CC1` gave Lipid storage S3 inconclusive.
For O=C(NNS(=O)(=O)c1ccc(F)cc1)c1sccc1-n1cccc1 the results were Lipid storage S3 inconclusive.
COc1ccc(-c2[nH]c(-c3ccccc3)nc2SCC(=O)NCc2ccco2)cc1OC was read as Lipid storage S3 0.0% and Lipid storage S3 cell count max -8.5.
Screening CC(CC(=O)C1C(C)C=CCC1(C)C)NNC(N)=O (centres undefined) returned Lipid storage S3 -6.9% and Lipid storage S3 cell count max 16.5.
